TbPYK inhibitor: inhibitors of Trypanosoma brucei pyruvate kinase; 410,000 compounds, 0.12% hits; Q57TT1; AID 624173; TbPYK enzyme, Kinase-Glo Plus ATP luminescence, 45 min; Potency, µM (doses to about 76.8 µM), without a hit: at the highest dose activity, negative = inhibition, most hits filed as inhibitors; also: potency is read from the fitted curve at half-maximal effect; % is scaled to controls: 0 for no effect and ±100 for the full control effect; nearly all actives have a fitted effect of over 50% in size
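Luminescence from Kinase-Glo Plus, added after a 45-minute room-temperature reaction, served as the end-point read-out. The enzyme and substrate were preincubated with compound before ADP (130 uM final) initiated turnover. Concentration-effect curves came from normalized qHTS data.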
HCV inh: inhibitors of hepatitis C virus infection; Huh7.5.1 HCVcc-Cre infection, luciferase reporter, 44 h; 340,000 compounds, 3.4% hits; Potency, µM (titrated, usually from 41.8 µM), inactives show at the highest dose activity change, negative = inhibition, actives largely listed as inhibitors; also: potency is read from the fitted curve at half-maximal effect; % is scaled to controls: 0 for no effect and ±100 for the full control effect
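HCVcc-Cre virus at an moi near 0.5 was added right after compound to cells cultured 4 h from seeding (1,000 cells/well). Luciferase activity was determined 44 h later, 15 min after substrate addition at RT.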
Pf growth 96h: P. falciparum growth inhibition at 96 hours; P. falciparum luciferase reporter growth, 96 h; Potency, µM (titrated, usually from 28.7 µM), inactives show at the highest dose activity change, negative = inhibition, hits mostly inhibitors; 320,000 compounds, 6.9% hits; AID 504834; also: potency is read from the fitted curve at half-maximal effect; % is scaled to controls: 0 for no effect and ±100 for the full control effect
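Delayed-death screen, second-generation endpoint: infected erythrocytes, 2% hematocrit, 0.05% parasitemia final; 96 hours at 37 C, 5% CO2; luciferase detection reagent; luminescence decrease equals reduced growth.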
Cycloheximide cs: counter-screen for Shiga toxin inhibitors: cycloheximide protein synthesis inhibition | 300,000 compounds, 12% hits | cell reporter, cycloheximide protein synthesis inhibition counterscreen | max response, %; in the data active = max response mostly above about 13%, no sharp cut-off; inactive = mostly below about 14%; also: read at 38.3 µM for the half of the compounds with a filed dose; 0% is about no effect
Pf growth 48h: inhibits P. falciparum growth in the first generation, 48 h | Potency, µM (highest dose often 28.7 µM), for inactives: top-dose activity change, negative = inhibition, actives largely listed as inhibitors | P. falciparum luciferase growth in erythrocytes, 48 h | 310,000 compounds, 5.9% hits; also: potency is read from the fitted curve at half-maximal effect; % is scaled to controls: 0 for no effect and ±100 for the full control effect
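Growth was read as firefly luciferase luminescence after a 48 h, 37 C, 5% CO2 exposure of compounds to reporter-bearing P. falciparum cultures (0.1% parasitemia, 2% hematocrit final) in Albumax-supplemented RPMI 1640.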
LmPK inh: blocks Leishmania mexicana pyruvate kinase activity | 290,000 compounds, 0.37% hits | Potency, µM (titrated, usually from 57.5 µM), for the others: at the top dose activity change, negative = inhibition, usual class: inhibitors | Q27686 | purified LmPK, Kinase-Glo ATP luminescence, 1 h; also: potency is read from the fitted curve at half-maximal effect; % is scaled to controls: 0 for no effect and ±100 for the full control effect
Target sequence (Q27686 whole entry, looked up): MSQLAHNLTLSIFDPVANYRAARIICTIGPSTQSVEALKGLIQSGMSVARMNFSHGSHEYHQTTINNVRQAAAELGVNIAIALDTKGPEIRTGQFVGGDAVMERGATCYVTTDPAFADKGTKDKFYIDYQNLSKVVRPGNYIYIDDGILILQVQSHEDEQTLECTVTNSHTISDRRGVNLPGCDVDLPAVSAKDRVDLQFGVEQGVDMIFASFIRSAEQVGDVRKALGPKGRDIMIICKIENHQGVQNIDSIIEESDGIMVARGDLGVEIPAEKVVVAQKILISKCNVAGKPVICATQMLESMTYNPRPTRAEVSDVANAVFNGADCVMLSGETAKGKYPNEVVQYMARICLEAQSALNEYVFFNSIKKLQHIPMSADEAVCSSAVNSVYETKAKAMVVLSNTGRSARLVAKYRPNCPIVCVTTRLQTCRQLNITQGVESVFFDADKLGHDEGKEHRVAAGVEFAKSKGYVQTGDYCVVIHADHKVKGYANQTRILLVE
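0.1 nM LmPK, 0.5 mM PEP, 0.1 mM ADP; 50 mM imidazole pH 7.2, 7 mM MgCl2, 50 mM KCl; 1 h RT. Kinase-Glo luminescence readout, normalized to no-enzyme (full inhibition) and uninhibited wells.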
Shiga toxin inh: inhibitors of Shiga toxin in Vero cells | Vero cells, Shiga toxin protein synthesis inhibition reporter | inhibition, % at 38.7 µM | AID 2315 | 290,000 compounds, 9.2% hits; in the data active = inhibition mostly above about 28%, no sharp cut-off; inactive = mostly below about 43%; also: 0% is about no effect
Starred values were filed as active, the others as inactive; u = inconclusive; x = no result given; & = joins results of further samples; [ ] = dose if it differs, or a comment. Unless noted, calls follow the shape of the dose curve; as a rule, active = well fitted curve in the direction sought with a large enough effect; inconclusive = small, poorly fitted or top-dose-only effect, or another doubt; inactive = no such curve, though single readings can be large; an effect the other way counts as inactive or inconclusive.

smiles,Pf growth 96h,Pf growth 48h,TbPYK inhibitor,Shiga toxin inh,HCV inh,LmPK inh,Cycloheximide cs
O=[N+]([O-])c1ccc(/C=N/N=C/c2ccc([N+](=O)[O-])o2)o1,-5%,4.1µM*,2%,6,4.5µM*,6%,10
Cc1cccc(NC(=O)COC(=O)c2cc(C)n(C3CC3)c2C)c1,u,9.3µM*,4%,x,-26%,x,x
CC(Cc1cccs1)NC(=O)CCCn1nnnc1CN1CCOCC1 (stereo unspecified),u,14%,7%,-37,-6%,-10%,-3
CCCC(C)C1(CC)C(=O)NC(=O)N=C1N (stereo unspecified),21%,-2%,7%,-14,4%,2%,-1
COC(=O)C(O)(CC(=O)Nc1ccc(C)c(F)c1)C(F)(F)F (stereo unspecified),-24%,x,2%,5,16%,-2%,-3
CCCCOC(=O)c1ccc(NC(=O)C(=O)NCCN(C)C)cc1,-8%,5%,-6%,5,u,4%,9
N#Cc1ccc(/C=C/C(=O)c2ccc3c(c2)OCO3)cc1,u,-3%,1%,33,u,-4%,14
CCCCNC(=O)C1CCCNC1=O (stereo unspecified),12%,x,1%,-10,9%,1%,-1
Cc1ccc(C2CC(=O)C(C=NCCN3CCN(CC(=O)Nc4cc(C)cc(C)c4)CC3)=C(O)C2)cc1 (stereo unspecified),u,-8%,1%,45,-15%,0%,-3
Clc1ccccc1OCCn1nnc2ccccc21,-8%,38%[activator],-7%,63*,-20%,-1%,45*
O=C(NC1CCCCC1)C(=S)N1CCCC1,33%[activator],2%,3%,-8,7%,0%,6
CC(=O)Nc1ccc(/C=N/Nc2nc3ccccc3[nH]2)cc1,u,1.9µM*,4%,62*,u,-9%,50*
CCCCCC/C(C)=C1/SC(=S)NC1=O,34%[activator],2%,2%,-34,19%,-4%,-2
Cc1ccc(C)c(N2CCN(C(=O)c3ccc(Cn4c(=O)[nH]c5ccccc5c4=O)cc3)CC2)c1,u,u,7%,1,u,-5%,-3
CC(C)(C)c1ccc(C2=NC(=O)C(CC(=O)O)S2)cc1 (stereo unspecified),92%[activator],2.6µM*,-4%,31,7%,-2%,13*
CCOc1cccc(N(C(=O)CNC(=O)c2ccco2)C(C(=O)NCC2CCCO2)c2ccccc2)c1 (stereo unspecified),1%,-18%,2%,-6,-9%,-1%,-5
Cc1cc(C)c2c(n1)nn1c(C)c(CCC(=O)NCc3ccco3)c(C)nc21,-13%,u,-3%,10,7%,-3%,-1
COc1ccc(CCNC(=O)CSc2ccc(Br)cc2)cc1OC,-4%,-10%,1%,13,7%,0%,12
CN(C)CCCC(=O)c1ccc2c(c1)OCO2,x,13%,-3%,-6,10%,2%,-6
O=C(COc1ccc([N+](=O)[O-])cc1)Nc1ccc(S(=O)(=O)N2CCOCC2)cc1,u,u,-2%,-5,13%,0%,-5
CCN1CCN(C(=S)NCc2ccc(C)cc2)CC1,u,12%,-8%,-4,u,-1%,-4
O=C(O)CCc1nn2c3ccccc3n(CCO)c2nc1=O,19%,-2%,4%,-9,28%,2%,-2
CC1=C(C)CC(C(=O)NCCCN2CCCC2=O)C(C(=O)O)C1 (stereo unspecified),u,u,6%,-9,13%,-2%,-3
Cn1c(CN2CCCC2)nc2cc(NS(=O)(=O)c3ccccc3)ccc21,0%,-6%,-4%,-8,3%,7%,-1
CCc1ccc(C(=O)COC(=O)CNC(=O)c2cccs2)cc1,16%,14%,1%,-7,0%,-2%,1
Cc1ccc(C(=O)NCCc2nnc3c(C(F)(F)F)cc(Cl)cn23)o1,44%[activator],24%,-6%,-5,10%,-3%,-2
CCOc1ccccc1NC(=O)C(CC)Sc1nc2ccncc2[nH]1 (stereo unspecified),u,18%,5%&18%,-1,-6%,1%,-2
COc1ccc(C2Nc3ccccc3C(=O)N2c2ccccc2)cc1CN1CCOCC1 (stereo unspecified),u,-2%,-1%,11,u,0%,11
C=CCn1c(SCC(=O)Nc2ncc(Cc3cc(C(F)(F)F)ccc3Cl)s2)nnc1-c1ccncc1,37%[activator],-12%,-12%,18,13%,-1%,-2
Cc1cc(C)nc(Nc2n[nH]c(COc3ccccc3)n2)n1,-2%,28%,u,13,7%,0%,2
O=C(Nc1cnc2ccccc2c1)c1cccnc1,-15%,x,-2%,64,-6%,-1%,23*
Cc1cccc2c1Sc1ccccc1CC2=O,21%,3%,4%,-5,-18%,0%,-2
O=C(COC(=O)c1nc(Cl)c(Cl)c(Cl)c1Cl)c1ccc[nH]1,51%[activator],21%,-3%,x,u,x,x
C=C(C)CSc1nc2ncccc2[nH]1,-22%,3%,-1%,12,5%,0%,-3
O=C(NCCc1ccco1)C(=O)NCC1OCCCN1S(=O)(=O)c1ccccc1 (stereo unspecified),u,u,-9%,-8,10%,-5%,0
O=C(Nc1ccc(N2CCCC2)c(Cl)c1)c1ccc(Br)o1,4.7µM*,4.7µM*,-1%,40,u,-18%,41*
OCc1c[nH]c(=S)n1CCOc1cccc(C(F)(F)F)c1,5%,-7%,u,-7,-14%,u,-3
COc1ccc(C(=O)NC2CC2)cc1OC1CCN(Cc2cc(C)c(C)cc2C)CC1,u,u,-16%,-24,u,-1%,-2
COCCn1c(SCc2ccccc2)nc2c1c(=O)[nH]c(=O)n2C,u,-8%,-1%,16,7%,-5%,-6
CC1CCCC(NC(=O)Cc2ccc(Br)cc2)C1C (stereo unspecified),-16%,u,0%,1,u,1%,1
CSC1=C(C#N)C(c2ccc(C(C)C)cc2)CC(=O)N1 (stereo unspecified),-23%,x,-9%,-4,-12%,-3%,-1
COc1cccc(/C=N/NC(=O)Cn2nc(C)c([N+](=O)[O-])c2C)c1O,u,12µM*,4%,-3,u,3%,-2
COc1ccccc1Cn1c(=S)[nH]c2cc(C(=O)N3CCCC3)ccc2c1=O,u,u,0%,-5,-6%,0%,-2
CCOC(=O)c1ccc(NC(=O)CN2C(=O)C(=O)N(CC(C)C)C2=O)cc1,14%,x,3%,-9,-4%,5%,-1
O=C(CSc1ccccc1)N1CCN(S(=O)(=O)c2ccccc2F)CC1,0%,6%,-3%,0,6%,2%,-4
c1ccc(Cn2cc(CSc3ccccc3)nn2)cc1,92%[activator],50%[activator],1%,67*,13%,-1%,38*
COc1ccc(CCn2c(C)nc3ccccc3c2=O)cc1OC,-22%,u,6%,34,0%,5%,24
Cc1ncc(CN2CCC(CO)(CCOc3ccccc3)CC2)s1,u,0%,5%,13,0%,0%,-2
CCc1ccc(/C=C/C(=O)c2cc(Br)ccc(=O)c2O)cc1,x,u,-12%,32,u,0%,11
OCC[C@@H]1C[C@@H](O)[C@H](O)[C@]2(CCCCO2)O1,68%[activator],12%,-7%,-14,5%[8.37 µM],2%,-2

Full records, quoted from the list. Values in the order: Pf growth 96h | Pf growth 48h | TbPYK inhibitor | Shiga toxin inh | HCV inh | LmPK inh | Cycloheximide cs
`c1ccc(Cn2cc(CSc3ccccc3)nn2)cc1` is listed with 92%[activator] | 50%[activator] | 1% | 67* | 13% | -1% | 38*
`Cc1ncc(CN2CCC(CO)(CCOc3ccccc3)CC2)s1` is listed with u | 0% | 5% | 13 | 0% | 0% | -2
`CCOC(=O)c1ccc(NC(=O)CN2C(=O)C(=O)N(CC(C)C)C2=O)cc1` is listed with 14% | x | 3% | -9 | -4% | 5% | -1

Following part
smiles,Pf growth 96h,Pf growth 48h,TbPYK inhibitor,Shiga toxin inh,HCV inh,LmPK inh,Cycloheximide cs
O=S(=O)(Nc1cccc2ncccc12)c1cccs1,u,u,4%,6,u,5%,29*
Cc1ccsc1CN(C)C(=O)C(NC(=O)c1cccc(S(=O)(=O)N2CCOCC2)c1)C(C)C (stereo unspecified),u,13µM*,-1%,x,-17%,x,x
Cc1ccc(O)c(CNc2ccc(S(=O)(=O)Nc3nccs3)cc2)c1,67%[activator],182%[activator],-6%,-5,8%,5%,-2
Cc1[nH]n(-c2ccccc2)c(=O)c1C(C[N+](=O)[O-])c1ccccc1Cl (stereo unspecified),x,-4%,-9%,15,2%,-1%,1
CNC(=O)C1CC(=O)N(Cc2ccc3c(c2)OCO3)C(=Nc2ccc(OC)cc2)S1 (stereo unspecified),u,u,5%,-17,7%,-3%,-1
O=C(NCCN1CCOCC1)c1ccc2ccccc2n1,x,12%,-19%,20,6%,-2%,10
O=C(NCc1cccs1)c1cccc(N2CCCC2=O)c1,100%[activator],25%,-14%,9,1%,-5%,9
Cc1ccc(SCCC(=O)Nc2ccccc2C(=O)N2CCOCC2)cc1,0%,4%,-6%,-4,23%,3%,-1
O=C(CC(=O)Nc1ccc(Cl)c(Cl)c1)N/N=C/c1ccc(O)cc1,u,5%,-12%,-13,u,-1%,-5
CC1CCCN(C(=O)Cn2nnc(-c3ccccc3F)n2)C1 (stereo unspecified),0%,99%[activator],-4%,49*,0%,3%,39*
O=C(NCC1CCCN(Cc2ccc3nonc3c2)C1)c1ccc(F)cc1 (stereo unspecified),-21%,-14%,-6%,-13,-4%,6%,-1
CCc1ccc(NC2=CC(=O)CC(C)(C)C2)cc1,-2%,-4%,7%,25,12%,-6%,14
c1ccc(N2CCN(Cc3ccnc4ccccc34)CC2)cc1,-2%,-17%,-6%,-2,28µM*,-5%,1
COc1ccc(NC(=O)CC2C(=O)NCCN2C(=O)c2ccc(Cl)cc2)cc1 (stereo unspecified),57%[activator],29%,-1%,-6,2%,7%,-1
O=C(c1ccc2ncsc2c1)N1CCCCC1,-12%,15%,u,-20,0%,-7%,2
Cc1onc(-c2ccccc2Cl)c1C(=O)Nc1ccccc1C(N)=O,u,x,-6%,-10,-29%,11%,-2
COc1ccc(-c2c[n+]3c(n2-c2c(C)n(C)n(-c4ccccc4)c2=O)CCCCC3)cc1,14%,u,-15%,6,16%,-4%,6
Cc1ccc(-c2nn(-c3ccccc3)cc2C(=O)N2CCOCC2)cc1C,u,u,2%,-8,-9%,0%,-1
O=C(c1ccc(Cl)cc1)N1CCN(C(=O)c2ccco2)CC1,71%[activator],9%,2%,-12,11%,-2%,4
COc1cc(CCCN2C(=S)NC[C@@H]2c2ccccc2)cc(OC)c1OC,u,u,-9%,-12,u,-1%,1
NC(=O)C1CCCN(C(=S)Nc2cccc3ccccc23)C1 (stereo unspecified),13µM*,3%,1%,-9,-5%,1%,-8
Cn1c(N)c(C(=O)COC(=O)c2ccc([N+](=O)[O-])o2)c(=O)n(C)c1=O,2%,-11%,1%,1,4%,7%,6
CCOC(=O)C1=C(O)C(=O)NC(c2ccccc2)=C(OC2CCCCC2)C1,u,-7%,-18%,-1,29%,-10%,2
Cc1csc(C(=O)O)c1-n1cccc1,u,1%,-15%,5,13%,1%,-1
CCC(C)(C)c1ccc(Oc2ccc(N)cc2)cc1,u,u,-15%,-32,4.5µM*,-1%,-6

Bioassay records (PubChem BioAssay)
